Screening results deposited in PubChem by several laboratories.
TLR9-MyD88 inh: TLR9-MyD88 interaction inhibition. inhibition, % at 4.98 µM. AID 504734. 340,000 compounds, 0.21% hits. CHO BLA complementation TLR9-MyD88, CCF4 FRET ratio. Q9NR96+Q99836;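 active = inhibition above the mean over all tested compounds plus 3 SD, cut at about 21% in these data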;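 also: 0% = DMSO only wells and 100% = clavulanate BLA inhibitor control wells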
Cardio protect: myocardial damage modulation in H9c2 cells | protection from H2O2 cell death, % at 20 µM | H9c2 cardiomyocytes, H2O2 injury protection, ATPLite, 2 h | AID 588492 | 360,000 compounds, 0.63% hits;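 active = compounds giving at least 50% protection of heart cells from peroxide-induced death in the single-dose screen, raw or plate-pattern-corrected value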;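 also: 0% = DMSO wells with peroxide and 100% = DMSO wells without peroxide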
ABHD5 PLIN5 PPI: ABHD5-PLIN5 protein interaction inhibition; Split G. princeps luciferase complementation, luminescence, 4 h; 360,000 compounds, 0.78% hits; Q00G26+Q8WTS1; inhibition, % at 4 µM; AID 602281;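 active = inhibition above the mean inhibition across every tested compound plus 3 SD, cut at about 22% in these data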;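 also: 0% = DMSO only wells and the 100% control is not disclosed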
NOD2-RIPK2 inh: inhibitors of human NOD2-RIPK2 interaction; CHO BLA complementation NOD2-RIPK2, CCF4 ratio; inhibition, % at 4.98 µM; 360,000 compounds, 0.38% hits; AID 624267; in the data active = inhibition above about 21%;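 also: 0% = vehicle only and 100% = reference blocker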
ABCB6 inh 2: blocks the human ABCB6 transporter | K562-ABCB6 porphyrin accumulation, flow cytometry, 1 h; active compounds read low | Q9NP58 | AID 602162 | 360,000 compounds, 0.19% hits | fluorescence ratio to DMSO, % at 10 µM;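 active = fluorescence ratio to DMSO below 75%, the collection mean minus 3 SD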;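 also: signal is porphyrin accumulated inside mitochondria; 100% equals median channel fluorescence of DMSO control wells; lower ratio means ABCB6 inhibition with less porphyrin fluorescence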
HTR2A ag: agonists of mouse serotonin 5-HT2A receptor (HTR2A); P35363; CHO-K1 mHTR2A beta-arrestin complementation, luminescence; percent of 30 µM serotonin response; activation, % at 7.6 µM; 360,000 compounds, 0.66% hits;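 active = activation above a run cutoff, the mean activation of all tested compounds plus 3 SD, cut at about 14% in these data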;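 also: 0% = plate median of compound wells and 100% = 30 µM serotonin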
Target sequence (P35363 whole entry, looked up): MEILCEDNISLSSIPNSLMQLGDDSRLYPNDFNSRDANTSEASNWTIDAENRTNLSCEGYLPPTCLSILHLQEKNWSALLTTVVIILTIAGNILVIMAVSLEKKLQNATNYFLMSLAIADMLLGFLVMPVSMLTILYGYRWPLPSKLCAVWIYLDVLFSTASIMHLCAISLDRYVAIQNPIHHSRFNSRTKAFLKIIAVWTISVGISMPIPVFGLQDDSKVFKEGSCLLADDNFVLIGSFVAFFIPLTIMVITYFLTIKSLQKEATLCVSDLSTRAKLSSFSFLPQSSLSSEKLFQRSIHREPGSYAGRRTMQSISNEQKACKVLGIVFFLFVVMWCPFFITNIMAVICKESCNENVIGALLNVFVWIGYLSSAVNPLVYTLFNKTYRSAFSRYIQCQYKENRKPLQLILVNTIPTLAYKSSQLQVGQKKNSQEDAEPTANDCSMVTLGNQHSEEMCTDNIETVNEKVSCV
MC4R antag cAMP: human MC4R antagonism in cAMP assay. P32245. MC4R-expressing cells, MTII-stimulated cAMP, LANCE TR-FRET. AID 540295. 360,000 compounds, 0.48% hits. inhibition, % at 6.5 µM;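 active = inhibition above its plate's cutoff, the mean of tested wells on that plate plus 3 SD, cut at about 29% in these data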;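 also: 0% = Melanotan II alone and 100% = Melanotan II plus saturating MCL0020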
Target sequence (P32245 whole entry, looked up): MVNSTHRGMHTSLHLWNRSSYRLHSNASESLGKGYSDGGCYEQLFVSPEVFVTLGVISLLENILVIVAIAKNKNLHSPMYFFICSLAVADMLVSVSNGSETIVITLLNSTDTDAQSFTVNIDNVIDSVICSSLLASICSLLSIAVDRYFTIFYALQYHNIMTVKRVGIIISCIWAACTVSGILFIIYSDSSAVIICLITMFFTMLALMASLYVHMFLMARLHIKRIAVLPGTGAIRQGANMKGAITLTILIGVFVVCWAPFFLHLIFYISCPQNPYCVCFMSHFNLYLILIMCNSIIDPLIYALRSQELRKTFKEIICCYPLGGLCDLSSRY
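System – human MC4R-expressing U2OS cells · Also added – Melanotan II · Dosing – one concentration, 6.5 µM nominal · Timing – 30-min compound, 1-h challenge, 1-h detection, room temperature · Measured by – Eu-cAMP/anti-cAMP TR-FRET, emission 671 nm · Replicates – singlicate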
N-glyco inh: N-linked glycosylation inhibition. reporter increase, % at 12.5 µM. D54 ERlucT glycosylation luciferase reporter, 24 h; percent of 100 nM tunicamycin response. AID 588692. 360,000 compounds, 0.23% hits;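 active = mean luciferase reporter signal, scaled so untreated is 0 and the glycosylation-blocking control 100, at or above a set limit in every replicate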;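 also: luciferase carries N-glycosylation sites so blocking glycosylation raises the light; 0% = median of neutral control wells and 100% = median of 100 nM tunicamycin wells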
MC4R barr agon: human MC4R agonism via beta-arrestin; U2OS MC4R beta-arrestin complementation, luminescence; percent of melanotan II response, DMSO zero; 360,000 compounds, 0.98% hits; P32245; AID 540308; activation, % at 8.9 µM;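 active = activation above a per-plate cutoff, the mean activation of sample wells on that plate plus 3 SD, cut at about 8% in these data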
SRC2 inh: inhibits human steroid receptor coactivator 2; Q15596; HEK293 GAL4-SRC2 luciferase reporter, luminescence; inhibition, % at 9 µM; 370,000 compounds, 0.17% hits; AID 651957;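 active = inhibition above the mean inhibition of all tested compounds plus 3 SD, set per campaign, cut at about 52% in these data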;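 also: 0% = DMSO treated cells and 100% = cells given Gossypol at 36 µM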
* = called active by the depositor; . = no result given.

mol	MC4R barr agon	N-glyco inh	MC4R antag cAMP	ABHD5 PLIN5 PPI	NOD2-RIPK2 inh	TLR9-MyD88 inh	ABCB6 inh 2	HTR2A ag	Cardio protect	SRC2 inh
COc1ccc(/C=N/NC(=O)c2c(Br)cnn2C)c2ccccc12	-4.7	2	0	3	-6	-4	97	0	4	6
CCc1c(C)nc(SCC(=O)N2C(C)CCCC2C)[nH]c1=O (configuration not stated)	-1.8	6	-3	-2	-11	.	93	-1	9	-19
O=C1CN2NC(=S)N(c3ccc(Cl)cc3)C2=CN1c1ccc(Cl)cc1	-2.4	2	4	-3	-3	9	104	0	14	0
CC(SC1=NCCN1S(=O)(=O)c1ccc(F)cc1)c1ccccc1 (configuration not stated)	-1.9	1	5	2	-16	2	93	1	-2	-37
O=C(CNC(=O)c1ccccc1F)NCCOc1ccccc1Cl	-1.1	0	4	7	-14	-1	93	4	7	0
O=C(CCS(=O)(=O)c1ccc2c(c1)NC(=O)CO2)NCCc1ccccc1	-0.4	0	10	-4	3	-3	96	-6	-5	-4
CC(C)C1C2=C(CC(C)(C)CC2=O)ON1c1ccccc1 (configuration not stated)	-0.7	-1	14	-3	-6	2	105	-6	4	-3
CCc1ccc(NC(=O)CC2C(=O)NCCN2C(=O)c2ccccc2OC)cc1 (configuration not stated)	-4.4	1	2	6	5	-11	98	-3	-2	-16
CCOC(=O)N1CCC(=NNc2ncc(C(F)(F)F)cc2Cl)CC1	-2.8	2	-6	-6	12	5	95	-5	24	-14
O=C(Nc1ccc(C(=O)NC2CCCCC2)cc1)c1cncc(Br)c1	-2.8	0	-1	-2	-5	3	97	-3	-4	3
CC1CN(C(=O)c2ccc(CNS(=O)(=O)c3cccc(C(F)(F)F)c3)cc2)CC(C)O1 (configuration not stated)	-1.5	-1	6	2	-7	-1	92	3	-10	3
O=C(NNC(=O)c1ccc2c(=O)n3c(nc2c1)CCC3)c1cccc(Cl)c1	-0.6	3	3	2	-4	5	99	8	0	-5

Taken from above.
Reading for `O=C1CN2NC(=S)N(c3ccc(Cl)cc3)C2=CN1c1ccc(Cl)cc1` in MC4R antag cAMP: 4
Reading for `CC1CN(C(=O)c2ccc(CNS(=O)(=O)c3cccc(C(F)(F)F)c3)cc2)CC(C)O1` (configuration not stated) in HTR2A ag: 3

Next part.
mol	MC4R barr agon	N-glyco inh	MC4R antag cAMP	ABHD5 PLIN5 PPI	NOD2-RIPK2 inh	TLR9-MyD88 inh	ABCB6 inh 2	HTR2A ag	Cardio protect	SRC2 inh
CC1CN(c2nc3ccccc3nc2SCC(=O)Nc2ccc(F)cc2)CC(C)O1 (configuration not stated)	3.9	-3	5	-15	8	-3	96	7	-3	0
COc1ccc(OC)c2c1CCC2=O	4.8	3	-1	10	-1	-7	92	6	2	-5
OC[C@@H]1CN(Cc2cccs2)C[C@H](n2cnc3c(N4CCOCC4)ncnc32)O1	0.1	1	4	1	4	.	109	0	8	-15
COc1ccc(C(=O)CC(c2ccccc2)C2CCCCC2=O)cc1 (configuration not stated)	0.5	-3	9	-3	-1	4	96	-1	-1	14
COc1ccc(N2C(=O)C(Cl)=C(N3CCOCC3)C2=O)cc1	-0.7	-1	-4	7	-3	9	100	5	-2	-5
COc1ccc(NC(C#N)c2ccccc2OCc2ccccc2)cc1 (configuration not stated)	1.6	4	-1	-2	2	10	99	-5	-8	-37
CC(C)CCNC(=O)C(c1ccncc1)N(C(=O)Cn1nnc(-c2ccc(F)cc2)n1)c1ccccc1F (configuration not stated)	-0.2	-1	3	0	-7	-2	100	-8	6	25
Cc1onc(-c2ccccc2)c1C(=O)N1CCCC1	-2.6	1	-1	-4	2	9	101	6	4	6
Cc1nnc(SC(C(=O)Nc2cc(Cl)cc(Cl)c2)c2ccccc2)[nH]c1=O (configuration not stated)	-1.1	-1	11	-1	7	9	100	1	-4	-4
COc1ccccc1C1C=C(c2ccccc2)Nc2nnnn21 (configuration not stated)	-0.4	10	-7	2	14	14	90	3	2	-18
Cc1cccc(C)c1NC(=S)NC1CCCCC1	0.0	1	21	-3	8	-5	109	2	-6	10
Cc1cc([N+](=O)[O-])ccc1N=Nc1c(N)[nH]n(-c2ccccc2)c1=O	-0.3	1	24	-32	3	-11	98	0	-4	-61
Cc1ccc(Cl)cc1N1CCN(C(=O)CN(C2CCCCC2)S(C)(=O)=O)CC1	0.3	-2	3	1	-7	12	95	-2	-35	9
Cc1cc(=O)[nH]c(SCCCOc2ccccc2Cl)n1	-1.5	1	18	8	-1	0	93	-7	2	9
CCCN(CCC)C(=O)C1CCN(c2cc(C)nc3c(-c4ccc(OC)c(OC)c4)c(C)nn23)CC1	0.8	0	14	0	4	-8	101	2	3	0
Cn1nnnc1Sc1ncnc2scc(-c3ccc(C(F)(F)F)cc3)c12	-3.2	-21	-2	15	13	10	99	-15	-13	52
O=[N+]([O-])c1ccc(NCCN2CCOCC2)c([N+](=O)[O-])c1	0.1	-2	5	2	0	2	94	7	4	0
COc1ccccc1C(=O)OC1CCCN(C)C1 (configuration not stated)	-0.3	-3	0	4	1	6	95	-5	-2	19
CCCCC1=CC2=CC(=O)C(C)(OC(=O)CC)C(=O)C2=CN1c1ccc(OC)cc1 (configuration not stated)	-1.0	2	-2	-17	6	6	99	-2	-15	-14
CCC(=O)N1CCc2cc(S(=O)(=O)N(CC)c3cccc(C)c3)ccc21	1.4	1	12	-4	-5	-9	92	0	-3	4
COc1ccc(N2C(=O)C(C)C(Cc3ccc(C)cc3)C2=O)cc1 (configuration not stated)	1.2	1	2	1	-6	-2	95	1	7	-28
CCOc1ccc(OCCOC(=O)CN2C(=O)NC3(CCCC3)C2=O)cc1	0.2	0	4	-6	-2	-1	91	3	-4	-24
CCCCC(CC)CNC(=O)c1cccs1 (configuration not stated)	-1.4	-1	0	-2	-8	11	91	-1	-7	-2
CC1Cc2ccccc2N1CC(=O)N(C)c1c(N)n(Cc2ccccc2)c(=O)[nH]c1=O (configuration not stated)	-1.6	0	-1	12	5	-5	109	-2	-6	-7
O=C(c1ccc(F)cc1)N1CCCC(C(=O)N2CCN(c3ccccc3)CC2)C1 (configuration not stated)	0.7	4	-4	-8	-2	3	96	-5	2	12
COC(=O)c1cn(CC(=O)Nc2ccccc2C)c2ccccc12	-1.3	-2	-1	0	2	-10	94	6	0	-18
C[C@H](O)[C@@H]1C(=O)N2CCc3ccc(N4CCN(C)CC4)cc3[C@@H]2C[C@@H]1N(C)C(=O)c1ccc(C#N)cc1	-0.6	3	5	0	-12	-1	99	-5	20	3
Cc1ccccc1NC(=O)Nc1nnc(Cc2ccc([N+](=O)[O-])cc2)s1	0.2	0	-7	-5	-5	2	93	3	-3	11
O=C(COc1ccc(Br)cc1Cl)NC(=O)NC1CCCC1	1.7	2	22	3	-2	-10	105	-4	-8	-22
CCOC(=O)C1C(=O)CC(C)(O)C(C(=O)OCC)C1c1ccccc1OC (configuration not stated)	0.5	2	7	5	-1	4	101	3	0	9
Cc1cccc(NC(=O)CSc2nnnn2C)n1	0.3	1	0	1	-12	2	103	2	-12	-16
Cc1ccc2c(c1)NC(=O)C(CC(=O)N(C)Cc1ccccc1)O2 (configuration not stated)	1.0	3	4	-13	-8	-2	103	1	5	-26
C=CCN1C(=O)/C(=C2/Sc3ccc(OC)cc3N2CC)SC1=S	-1.6	-1	2	0	-7	-4	103	1	-1	-3
O=C(O)c1cc(-c2c[nH]c3ccccc23)nc2ccc3ccccc3c12	-1.9	3	1	-1	-7	6	103	-5	-7	-22
CC(=O)C1=C(C)NC(=O)NC1/C=C/c1ccccc1 (configuration not stated)	0.8	2	-1	-8	4	3	96	3	2	19
COc1ccc(C(=O)Nc2ccc3c(c2)nc(CCNC(=O)c2ccco2)n3C)cc1	-1.8	-3	-4	8	4	-2	96	-3	-2	-12
Cc1cccc(C)c1NC(=O)CN1CCN(C(=O)c2ccc(OCc3cn4ccccc4n3)cc2)CC1	-0.6	-1	2	0	2	3	103	9	0	-25
Cc1cccc(Cn2cnc3c(NS(C)(=O)=O)c(C)c(C)cc32)c1	-0.4	-3	8	8	-7	8	108	-7	-3	20
CCN(CC)c1ccc(/C=N/NC(=O)c2ccc3c(c2)OCCO3)cc1	-1.9	-2	2	-4	3	-2	97	-7	-5	-12
Cc1ccc(NC(=O)c2cc(Cl)nc3ccccc23)cc1	-0.1	10	-4	-3	-5	4	90	-4	-3	-14
CC1c2nc3ccccc3n2C(CC(=O)NC2CC2)C(=O)N1Cc1ccccc1 (configuration not stated)	-0.9	1	6	-5	-9	-10	110	-2	4	18
O=C(c1ccc(COc2ccccc2[N+](=O)[O-])o1)N1CCCCC1	-0.9	0	5	1	-4	8	96	1	8	-35
C/C(=N\NC(=O)c1c([N+](=O)[O-])c(C)nn1C)c1ccc(NC(=O)c2ccc(C)o2)cc1	-2.2	1	-9	-3	-1	-3	92	4	0	-54
CC(C)(C)OC(=O)NCCc1n[nH]c(=S)o1	4.2	3	-3	4	-12	.	102	4	2	-5
Cc1cc([N+](=O)[O-])ccc1N1C(=O)c2ccc(C(=O)Nc3ccccc3C(=O)O)cc2C1=O	0.0	1	3	-9	-10	-11	98	-1	6	-17
Nc1nc(COc2ccccc2C=O)nc(Nc2ccccc2)n1	2.0	1	1	-1	0	6	96	-2	7	-19
Cc1cccc(OCC(=O)N(C)c2c(N)n(Cc3ccccc3)c(=O)[nH]c2=O)c1C	2.0	1	14	8	-3	-4	100	-5	4	11
Cc1nn(CCC(=O)NNC(=S)Nc2ccc(F)cc2)c(C)c1[N+](=O)[O-]	0.2	4	17	-5	-7	0	98	2	-2	-2
CCCCn1c(N)c(N(CC(C)C)C(=O)C2CC(=O)N(CCc3ccccc3)C2)c(=O)[nH]c1=O (configuration not stated)	1.0	0	2	-2	-5	-15	104	-2	-4	-2
Brc1ccc(C2Nc3cccc4cccc(c34)N2)cc1	-0.1	4	3	-4	12	0	102	-3	0	-8
O=C(c1cnn(C(=O)c2ccccc2F)c1)c1ccccc1O	-2.1	0	-2	4	6	-10	102	0	5	-15
Cc1ccc(-c2c(CC(=O)O)c(C)nc3sc4c(c23)CCCC4)cc1	-1.0	2	29*	0	-6	3	98	5	0	14
CN(C)C(=O)CCc1ccc2c3c([nH]c2c1)[C@]1(CCC2CCCC2)[C@@H](C(=O)N2CCOCC2)C[C@H](CC(=O)NCc2ccco2)C(=O)N1CC3	-1.8	2	3	3	-12	-1	96	-2	-9	-2

An excerpt; the hit share may differ from the screen's.
